# From PubChem BioAssay
# CRFBP-R2 agonist: agonists of human CRF-binding protein/CRF-R2 receptor complex; HEK293 CRF-R2/CRF-BP, calcium dye fluorescence (FLIPR); percent of saturating CRF peptide response; activation, % at 13.2 µM; AID 588473; 350,000 tested, 0.46% active;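 active means activation of at least 50%, plus an integration ratio under a set limit after plate pattern correction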;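 further: plate controls were neutral control wells without compound for no effect and CRF at EC100 for full effect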
# GalR3 antag: blocks the human galanin receptor 3. O60755. AID 651719. HEK293 GalR3-CNG cAMP membrane potential fluorescence; galR3 body fused to GalR1 C-terminus. 360,000 tested, 0.44% active. inhibition, % at 3 µM;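 active means inhibition above the screen-wide average plus 3 SD, cut at about 13% in these data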;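 further: forskolin and galanin both at EC90 stimulate the cells; cAMP rise reported by CNG channel membrane potential dye signal; 0% = forskolin plus galanin with DMSO and 100% = forskolin alone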
# Target sequence (O60755 1-299 limits assumed): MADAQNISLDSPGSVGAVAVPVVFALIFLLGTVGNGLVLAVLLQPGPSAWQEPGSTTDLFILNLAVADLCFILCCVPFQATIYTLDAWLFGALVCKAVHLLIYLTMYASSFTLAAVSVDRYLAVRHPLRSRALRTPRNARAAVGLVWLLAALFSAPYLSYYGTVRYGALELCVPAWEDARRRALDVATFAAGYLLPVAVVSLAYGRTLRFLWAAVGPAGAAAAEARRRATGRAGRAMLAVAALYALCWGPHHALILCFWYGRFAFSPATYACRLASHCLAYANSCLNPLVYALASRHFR
# IDE cell activ: IDE (human) activation, cell-based. 340,000 tested, 0.073% active. HEK cells, FAbeta-B cleavage, fluorescence polarization; 0% vehicle, 100% cell-free pure enzyme wells. activation, % at 5.96 µM. AID 493087;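 active means activation above the mean of all tested compounds plus 3 SD, set per screening campaign, cut at about 17% in these data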
# p-CIP stab down: lowers stability of the mouse p/CIP coactivator protein | Q05BA5 | F442A p/CIP-EGFP cells, EGFP fluorescence, 16 h | decrease of EGFP signal, % at 10 µM | 290,000 tested, 0.01% active;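 active means EGFP signal decrease of at least 30% at 10 µM or well 3 SD below plate mean, unless failing retest; inactive means the rest, including hits failing retest or dose response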; further: some compounds called inactive have numbers as strong as hits; many of its hits are not listed in these tables
# CHRM4 PAM: CHRM4 positive allosteric modulation; P08173; CHO-K1 hM4/Gqi5, Fluo-8 calcium fluorescence, ACh EC20; 0% = ACh EC20, 100% = maximal ACh; activation, % at 3 µM; 360,000 tested, 0.4% active;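 active means activation above its plate's cutoff, the mean activation of sample wells plus 3 SD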; further: some results filed as inactive read as strong as hits
# Target sequence (P08173 whole entry, looked up): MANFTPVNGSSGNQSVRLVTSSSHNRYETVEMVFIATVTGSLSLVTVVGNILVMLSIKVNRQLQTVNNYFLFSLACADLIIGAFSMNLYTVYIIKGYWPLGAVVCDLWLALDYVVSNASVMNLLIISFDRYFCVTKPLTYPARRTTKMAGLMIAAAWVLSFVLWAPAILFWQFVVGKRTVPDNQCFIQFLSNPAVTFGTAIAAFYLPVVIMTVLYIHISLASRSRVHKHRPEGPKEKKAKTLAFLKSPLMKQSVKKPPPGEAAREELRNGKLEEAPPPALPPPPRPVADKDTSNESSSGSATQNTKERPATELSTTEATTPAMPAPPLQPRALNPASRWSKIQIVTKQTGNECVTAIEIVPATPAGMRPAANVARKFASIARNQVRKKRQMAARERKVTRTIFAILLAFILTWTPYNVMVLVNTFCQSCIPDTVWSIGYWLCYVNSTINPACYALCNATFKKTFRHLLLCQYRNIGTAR
# PHOSPHO1 inh: inhibitors of human PHOSPHO1 phosphatase; Q8TCT1; recombinant PHOSPHO1, absorbance phosphatase assay; inhibition, % at 13.3 µM; 290,000 tested, 1.1% active; AID 1565; in the data active means inhibition above about 60%
# Target sequence (Q8TCT1 whole entry, looked up): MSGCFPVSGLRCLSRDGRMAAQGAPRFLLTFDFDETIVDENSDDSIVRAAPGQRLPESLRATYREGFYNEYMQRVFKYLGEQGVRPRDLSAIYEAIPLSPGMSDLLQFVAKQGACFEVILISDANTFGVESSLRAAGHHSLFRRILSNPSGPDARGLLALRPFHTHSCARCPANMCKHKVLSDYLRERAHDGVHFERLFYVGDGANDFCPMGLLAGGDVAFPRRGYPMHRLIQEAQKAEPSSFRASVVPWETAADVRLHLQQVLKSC
# IDE cell inh: inhibitors of human insulin-degrading enzyme in cells; P14735; HEK cells, FAbetaB cleavage, fluorescence polarization; inhibition, % at 5.59 µM; 320,000 tested, 0.41% active;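 active means percent inhibition above the average of all tested compounds plus 3 SD, set per screening campaign, cut at about 16% in these data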;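 further: IDE supplied by intact live HEK cells; FP after avidin binding of uncleaved biotin substrate so inhibition keeps polarization high; 0% = DMSO wells and 100% = 60 µM reference IDE inhibitor Ii1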
# MEKK3 PB1 HTS: raises or lowers MEK5 binding to the human MEKK3 PB1 domain; bead-based flow cytometry, Alexa488-MEK5 binding to MEKK3; actives lie on both sides; 0 = blocked by unlabeled MEK5, 100 = vehicle; AID 1529; binding response (% of control), % at 10 µM; 290,000 tested, 1.4% active;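 active means binding response more than 3 SD above or below the average of its plate-row segment, actives on both sides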;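 further: Alexa488 bead fluorescence after subtracting the streptavidin-only scavenger bead signal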
# CRFR2-BP antag: CRF-BP/CRF-R2 complex antagonism; HEK293 CRF-R2/CRF-BP, CRF-induced calcium fluorescence; inhibition, % at 11.8 µM; 350,000 tested, 0.59% active; AID 588475;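 active means inhibition of the ligand-induced calcium signal above about 50% at the single tested concentration, limit read from the data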
# * marks the source's active call; other numbers are inactive results; x = not tested or not shown.
SMILES,CRFBP-R2 agonist,GalR3 antag,IDE cell activ,p-CIP stab down,CHRM4 PAM,PHOSPHO1 inh,IDE cell inh,MEKK3 PB1 HTS,CRFR2-BP antag
Cc1cc(Cl)ccc1OCCCC(=O)NCc1cccs1,-5.1,-1,4,0,10,-1,5,102,19
CCCCn1c(O)c(C=NCCN2CCCCC2)c(=O)[nH]c1=O,-0.6,-1,3,-6,3,52,-1,85,17
CN1C(=O)NC(=O)C2(CCCC2)C1=O,-1.0,-5,1,x,3,x,x,x,3
C[C@]12CC[C@H](N)CC1=CCC1C2CC[C@@]2(C)C1CC[C@@H]2O (stereo not given in full),8.6,-4,-3,x,-3,x,1,x,-21
Cc1cc(OCC(=O)OC(C)(C)C)c2c3c(c(=O)oc2c1)CCC3,-0.4,-2,4,-2,19,-26,1,100,-23
CSc1ccc(CN2CCN(Cc3ccccc3Cl)CC2)cc1,0.3,-8,2,-6,-9,23,-2,99,-14
COC(=O)C(O)(c1ccc(N(C)C(=O)c2ccc(Cl)c(Cl)c2)cc1)C(F)(F)F (stereo not given),-1.1,-12,-1,-18,-7,2,-3,112,-5
C[C@]12CCC(=O)C=C1CC[C@@H]1[C@@H]2CC[C@@]2(C)[C@H]1CC[C@]2(C)O,-0.3,-3,1,-14,-1,44,x,98,-1
Cc1cc(C)nc(NS(=O)(=O)c2ccc(N=Cc3c(O)n(C)c(=O)n(C)c3=O)cc2)n1,13,-8,x,-28,6,17,4,107,31
CCOc1ccc(-n2c(O)c(C=NCCN3CCNCC3)c(=O)[nH]c2=O)cc1,2.8,x,1,-8,7,28,-5,93,5
CC(=O)Nc1cc(C(=O)N2CCC3(CC2)OCCO3)ccc1S(=O)(=O)c1ccc(C)cc1,-1.9,-4,6,5,-6,-5,-8,93,98*
CN1CCN(c2ccc(NC(=O)Oc3ccccc3)cc2)CC1,-0.2,0,4,-2,7,19,-4,104,-7
O=C(Cn1ncc2ccsc2c1=O)N1CCC2(CC1)OCCO2,0.2,x,11,-11,16,29,-3,99,-1
COc1ccc(-c2nn(CCC#N)cc2C(=O)Nc2ccccc2Cl)cc1,0.6,-11,7,-6,1,14,7,108,1
COc1ccc(NS(=O)(=O)c2ccc(OCC(=O)N3CCN(C)CC3)cc2)cc1Cl,-1.0,-4,0,-10,1,43,-2,111,-2
O=S(=O)(NC1CN2CCC1CC2)c1ccc(Cl)cc1 (stereo not given),-0.5,-9,5,0,0,6,4,95,1
O=C(CF)NC(NC(=S)Nc1ccccc1O)C(Cl)(Cl)Cl (stereo not given),6.3,-8,6,-10,20*,8,2,102,-22
CCOC(C(=O)OCCCN(CC)CC)(c1ccccc1)c1ccccc1,1.3,-3,2,-1,-8,15,1,97,-14
Cc1cc(C(=O)OCC(=O)Nc2ccccc2F)c(C)n1C1CC1,0.6,-1,-3,x,6,x,x,x,-9
Cc1ccc(CN2CCN(C)CC2)c(C)c1,-1.0,0,-3,8,16,11,-7,99,16
CCN(CC(=O)Nc1ccc(NC(C)=O)cc1)C(=O)CSC(c1ccccc1)c1ccccc1,-1.3,-5,-3,x,2,x,0,x,2
C=CCC1(CN2CCCC2=O)C(=O)NC(=O)NC1=O,-0.3,x,-2,-3,2,-3,1,103,1
CCOc1ccc(-n2c(O)c(C=Nc3ccc(N(CC)CC)cc3)c(=O)[nH]c2=O)cc1,102*,4,1,-36,10,-4,2,98,-146
CC(C)Oc1ccc(Cc2c(O)[nH]c(=O)[nH]c2=O)cc1,2.0,-5,x,4,x,7,0,84,3
COc1cccc(NC(=O)CN2CC(c3ccccc3)CC2=O)c1 (stereo not given),0.1,-2,3,-11,0,-3,1,101,-17

# The list goes on; it opens with the 2 that closed the last part.
SMILES,CRFBP-R2 agonist,GalR3 antag,IDE cell activ,p-CIP stab down,CHRM4 PAM,PHOSPHO1 inh,IDE cell inh,MEKK3 PB1 HTS,CRFR2-BP antag
CC(C)Oc1ccc(Cc2c(O)[nH]c(=O)[nH]c2=O)cc1,2.0,-5,x,4,x,7,0,84,3
COc1cccc(NC(=O)CN2CC(c3ccccc3)CC2=O)c1 (stereo not given),0.1,-2,3,-11,0,-3,1,101,-17
COc1cc(C2c3cc4c(cc3CC3COC(=O)C32)OCO4)cc(OC)c1OC (stereo not given),0.3,5,2,x,3,x,9,x,-7
CN1CCN(c2ccc3c(c2)S(=O)(=O)c2ccccc2C3=O)CC1,4.0,-4,1,x,-7,x,-1,93,8
CN(C(=O)c1ccc(Cl)nc1)C1(c2ccccc2Cl)CCCCC1=O (stereo not given),0.9,3,-2,-2,-4,42,2,109,11
N#CC1=C(N)Oc2c(c(=O)oc3ccccc23)C1c1ccc([N+](=O)[O-])o1 (stereo not given),-0.8,-2,-4,-9,9,8,6,104,-8
COc1ccccc1-n1c(-c2ccccc2F)nc2ccccc2c1=O,-5.3,-8,0,x,-8,x,-3,x,26
Cn1cccc1/C=C1\C(=O)NC(=O)N(Cc2ccccc2Cl)C1=O,7.9,1,-4,-1,2,-8,x,107,-80
CN(CCOc1ccc(C=C2C(=O)NC(=O)NC2=O)cc1)c1ccccn1,-0.9,-5,7,2,-2,37,4,104,-13
Cc1c(C(c2ccc(F)cc2)c2c(O)c3ccccc3oc2=O)c(=O)n(-c2ccccc2)n1C (stereo not given),-5.6,-3,-2,-7,0,-5,2,98,12
COc1cccc(NC(=O)[C@@H](NC(=O)N2C[C@H]3C[C@@H](C2)c2cccc(=O)n2C3)C(C)C)c1,-2.2,-8,3,7,7,29,-2,103,7
Cc1ccc(N2C(=O)CC(=O)NC2=O)cc1Cl,1.7,-8,-1,-5,-4,x,-3,89,-4
COC(=O)C1C(O)CC2CCC1N2C (stereo not given),0.1,-1,0,x,2,x,3,x,3
CCc1cc2c(s1)N(CC(=O)OC)C(=O)CN=C2c1ccccc1OC,-3.3,-6,5,-1,-2,28,4,99,14
C[C@@H]1CN([C@H](C)CO)C(=O)CCCn2nncc2CO[C@H]1CN(C)C(=O)Oc1ccc2ccccc2c1,3.6,-5,x,x,2,x,x,x,-2
COC(=O)C1=C(c2ccc(Cl)c(C(F)(F)F)c2)C[C@@H]2CC[C@H]1N2C(=O)N1CCCC1,-3.4,-5,4,x,-1,x,-6,x,20
CC(CC(C#N)(c1ccccc1)c1ccccc1)N1CCOCC1 (stereo not given),-4.1,-3,2,x,-9,x,x,x,5
CN(C)N=O,-1.1,1,4,x,0,x,6,x,-2
CCOC(=O)c1c(C)n(CC(O)CN2CCOCC2)c2cc(Br)c(OC)cc12 (stereo not given),-1.2,0,1,-2,-10,44,1,103,-4
O=C(CCC(=O)N1C[C@H]2C[C@@H](C1)c1cccc(=O)n1C2)NCc1cccc(C(F)(F)F)c1,-1.8,-3,3,3,-17,-18,0,101,16
COc1ccccc1N1CCN(Cc2cccc(Br)c2)CC1,-0.9,-10,3,-11,-4,x,-1,103,-5
O=Cc1cn(Cc2c(F)cccc2Cl)nc1-c1ccccc1,0.0,-8,1,x,-6,x,3,x,2
O=C1NC(=O)N(c2ccc(Cl)cc2)C(=O)/C1=C/c1coc2ccc(O)cc2c1=O,3.1,-2,-1,-14,-4,12,8,90,-2
COc1ccc(NC(=O)c2cn(CCC#N)nc2-c2cccc(Br)c2)cc1,-0.1,-9,0,-11,2,3,0,112,7
CCN1CCN(Cc2ccc(OC(F)(F)F)cc2)CC1,3.2,-2,6,-11,-1,-2,-4,73,-12
Cc1oc2ccc(OC(=O)N(C)C)cc2c1C(=O)OC(C)C,-0.6,-4,3,-4,11,-3,-1,100,-9
COC(=O)C1=C(c2cccc(OCc3ccccc3)c2)C[C@@H]2CC[C@H]1N2C(=O)NC1CCN(Cc2ccccc2)CC1,-1.1,-3,4,x,-3,x,-4,x,-4

# Molecules listed so far that contain a cyano group (4):
SMILES,CRFBP-R2 agonist,GalR3 antag,IDE cell activ,p-CIP stab down,CHRM4 PAM,PHOSPHO1 inh,IDE cell inh,MEKK3 PB1 HTS,CRFR2-BP antag
COc1ccc(-c2nn(CCC#N)cc2C(=O)Nc2ccccc2Cl)cc1,0.6,-11,7,-6,1,14,7,108,1
N#CC1=C(N)Oc2c(c(=O)oc3ccccc23)C1c1ccc([N+](=O)[O-])o1 (stereo not given),-0.8,-2,-4,-9,9,8,6,104,-8
CC(CC(C#N)(c1ccccc1)c1ccccc1)N1CCOCC1 (stereo not given),-4.1,-3,2,x,-9,x,x,x,5
COc1ccc(NC(=O)c2cn(CCC#N)nc2-c2cccc(Br)c2)cc1,-0.1,-9,0,-11,2,3,0,112,7

# Next section
SMILES,CRFBP-R2 agonist,GalR3 antag,IDE cell activ,p-CIP stab down,CHRM4 PAM,PHOSPHO1 inh,IDE cell inh,MEKK3 PB1 HTS,CRFR2-BP antag
CCN1CCN(C(=O)COc2ccc(S(=O)(=O)NC(C)C)cc2)CC1,2.0,-6,0,-15,1,-3,-5,114,4
CCCOc1ccc(C(C)=O)cc1Cc1c(O)[nH]c(=S)[nH]c1=O,0.4,-4,-1,-2,-3,-93,1,99,-2
Cc1cccc(OP(=O)(Oc2cccc(C)c2)OC(c2ccccc2)C(F)(F)F)c1 (stereo not given),2.0,-3,0,5,-7,2,1,94,13
CCC(C)(O)C(=O)OC1C(=O)OC2CC3C(C)=CC(=O)C(O)C3(C)C3C4(O)OCC23C1C(C)C4O (stereo not given),6.5,-2,7,x,8,x,x,x,2
Cc1ccc(-n2c(C)nc3ccccc3c2=O)c(C)c1,-3.6,-2,-2,-7,-5,4,8,99,-2
CN1CCC2(CC1)N=C(c1ccc(F)cc1)C(=S)N2,-1.2,-5,4,3,-2,-10,2,97,1
NS(=O)(=O)c1ccc(N=Cc2c(O)n(C3CCCCC3)c(=O)n(C3CCCCC3)c2=O)cc1,6.2,-1,6,-85,4,-28,3,99,-14
CN(C)C(=O)Oc1ccc2c(c1)O/C(=C\c1ccc(Cl)cc1)C2=O,0.0,-7,0,-9,3,46,3,102,-2
O=C(O)C(O)(c1ccc(Cl)cc1)C1(O)CCCC1 (stereo not given),3.6,0,x,x,3,x,x,x,-7
CCC(=NCc1ccco1)c1c(O)n(-c2ccc(OC)cc2)c(=O)[nH]c1=O,-1.6,-3,4,-2,4,-7,1,103,9
COP(=O)(OC)C(NC(=O)c1ccc(C)cc1)C(Cl)(Cl)Cl (stereo not given),-5.3,6,3,-8,3,8,1,89,1
O=C1CN=C(c2ccc(Br)cc2)c2oc3ccccc3c2N1,0.6,-3,3,6,-2,0,-2,113,3
C/C=C1/CN2C3CC1C(CO)(C(=O)OC)C2Cc1c3n(C)c2ccccc12 (stereo not given),-2.0,-4,3,5,2,18,0,114,-1
O=C1NC(=O)N(c2ccc(F)cc2)C(=O)/C1=C/c1ccc2c(c1)CCCN2Cc1ccccc1,12,1,-1,-2,1,2,x,95,-74
COC(=O)C1=C(c2ccc(F)cc2OCc2ccccc2)C[C@@H]2CC[C@H]1N2C(=O)N1CCOCC1,0.0,-8,4,x,-2,x,2,x,8
O=P1(NCCCn2cc[n+](Cc3nc4ccccc4[nH]3)c2)C=C(c2ccccc2)OC(c2ccccc2)=C1,-0.1,-6,8,0,-2,33,-9,100,-5
CS(=O)(=O)c1ccc(C2=C(CNC(=O)c3ccc([N+](=O)[O-])cc3)[C@H]3CC[C@@H](C2)N3CCOc2ccccc2)cc1,-0.5,-8,x,x,-7,x,x,x,-8
Cc1ccc(OCC(=O)N2CCN(C3CCC(c4ccccc4)CC3)CC2)cc1 (stereo not given),-5.3,-5,3,0,0,41,3,98,27
O=C(NC[P+](=O)O)OCc1ccccc1,3.7,4,-3,-8,12,6,-1,106,2

# This is a subset; the hit share may differ from the screen's.
